# LDHA inh: blocks human lactate dehydrogenase A | activity change, % (values are at about 110 or 230 µM) | purified LDHA, NADH/diaphorase-resazurin fluorescence; stronger effect = lower value | P00338 | actives 0.15% (n = 480,000) | AID 1347041; in the data active = activity change below about -30%; inconclusive = mostly about -25% to -30%;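 note: plate controls were DMSO wells for no effect and wells without enzyme for full effect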
#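 Resorufin fluorescence (ex540/em590), read at 0 and 20 min after diaphorase/resazurin addition, reports the NADH left after a 5 min room-temperature reaction of 2 nM human LDH5 with 0.06 mM NADH and 0.2 mM pyruvate.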
# D1 agonist: agonists of human D1 dopamine receptor | HEK293 T-REx D1 cells, calcium flux, agonist mode | activation, % at 2 µM | actives 1% (n = 360,000) | AID 504660; in the data active = activation above about 30%; note: 0% is about no effect
#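 Tetracycline-induced HEK293 TREx D1 cells, force-coupled to calcium signalling, were dye-loaded with a no-wash calcium kit. Compound was pin-added after a 10 s baseline. Fluorescence was read kinetically at 1 cycle/s for 180 s, with calcium rises flagged as agonism.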
# Vif-A3F inh: Vif-A3F binding inhibition; HeLa A3F-eYFP + Vif (tagged APOBEC3F with the HIV-1 protein that degrades it), YFP fluorescence increase; Potency, µM (series often up to 46.1 µM), for inactives: at the highest dose activity, negative = active; actives 0.2% (n = 390,000); AID 602313; note: potency is the fitted concentration of half-maximal effect; % of control where 0% means no effect; nearly all actives have a fitted effect of over 65% in size
#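 HeLa cells stably expressing Vif plus C-terminally eYFP-tagged A3F were seeded, incubated overnight at 37 deg C, dosed with compound, incubated overnight again at 37 deg C. Yellow fluorescence (Ex 488/Em 500-530) reported blocked Vif-mediated A3F-eYFP degradation.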
# GRP78 ERSR act: inducers of ER stress response in human glioma cells | U87-MG GRP78 promoter luciferase reporter, 16 h | Potency, µM, inactives show top-dose activation, usual class: activators | actives 0.02% (n = 420,000) | AID 602332; note: potency is the fitted concentration of half-maximal effect; series mostly up to about 76 µM; % of control where 0% means no effect; nearly all actives have a fitted effect of over 35% in size
#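 Stably transfected U87-MG human glioma cells carrying a GRP78-based luminescent sensor were seeded at 1000 cells/well, pin-dosed with compounds and incubated 16 h. Luciferase reagent was then added, and end-point luminescence was read after 10 min at room temperature.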
# D1 antagonist: antagonists of human D1 dopamine receptor. actives 3.2% (n = 360,000). AID 504652. activity change, negative = inhibition, % at 10 µM. P21728. HEK293 TREx D1 cells, calcium flux, dopamine EC80; stronger effect = lower value; in the data active = activity change below about -30%; note: % is set by controls: 0 for no effect and ±100 for the full control effect
#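 HEK293 T-REx cells expressing inducible, force-coupled D1 receptor; no-wash Ca dye, 30–90 min RT. Cmpd → 180 s read at 1 Hz → EC80 DA → 180 s read.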
# RXFP1 agonist: RXFP1 (human) receptor agonism; AID 2676; actives 0.3% (n = 370,000); HEK293T-RXFP1 cAMP TR-FRET, 30 min; response scale: percent of porcine relaxin response, buffer zero; Potency, µM (highest dose often 57.5 µM), inactives show top-dose activation, actives largely listed as activators; Q9HBX9; note: potency is the fitted concentration of half-maximal effect; % is set by controls: 0 for no effect and ±100 for the full control effect; nearly all actives have a fitted effect of over 60% in size; many of its hits are not listed in these tables
#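 Agonist response is measured as cAMP accumulation in an RXFP1-transfected HEK293T line under PDE4 inhibition. Values are scaled between buffer-only and 29 nM porcine relaxin, and EC50s come from standard Hill equation fits.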
# D2 potentiator: positive allosteric modulators of human D2 dopamine receptor; P14416; HEK293 T-REx D2, calcium flux, EC20 dopamine potentiation; potentiation, % at 10 µM; actives 0.34% (n = 340,000);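 active = potentiation over 3 SD above the plate norm, cut at about 30% in these data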; note: 0% is about no effect
# Target sequence (P14416 whole entry, looked up): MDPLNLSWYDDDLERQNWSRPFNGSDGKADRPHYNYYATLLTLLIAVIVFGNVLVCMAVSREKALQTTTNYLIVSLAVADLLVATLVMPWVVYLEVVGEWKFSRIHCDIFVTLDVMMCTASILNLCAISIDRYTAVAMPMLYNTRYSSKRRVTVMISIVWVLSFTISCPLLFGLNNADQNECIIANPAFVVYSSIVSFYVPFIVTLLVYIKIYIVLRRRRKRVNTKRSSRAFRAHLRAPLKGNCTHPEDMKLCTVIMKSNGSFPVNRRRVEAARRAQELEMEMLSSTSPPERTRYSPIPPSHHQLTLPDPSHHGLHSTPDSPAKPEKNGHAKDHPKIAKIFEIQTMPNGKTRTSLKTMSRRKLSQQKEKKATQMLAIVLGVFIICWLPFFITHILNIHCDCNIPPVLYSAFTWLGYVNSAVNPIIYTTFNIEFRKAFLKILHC
#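 Calcium flux readout, no-wash dye, 1 read/s. Inducible HEK293 Trex D2 line, overnight 30 C. Compound alone 180 s (agonist flags), then EC20 dopamine, another 180 s to score potentiation.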
# Vif-A3G inh: blocks the Vif interaction with human APOBEC3G; HeLa A3G-eYFP + Vif (tagged APOBEC3G with the HIV-1 protein that degrades it), YFP fluorescence, overnight; Potency, µM (top dose mostly 46.1 µM), inactives show top-dose activity, negative = active, most hits filed as inhibitors; actives 0.076% (n = 410,000); AID 602310;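 note: potency is the fitted concentration of half-maximal effect; % is set by controls: 0 for no effect and ±100 for the full control effect; nearly all actives have a fitted effect of over 60% in size; hits raise eYFP signal because A3G escapes Vif-driven loss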
# Target sequence (Q9HC16 whole entry, looked up): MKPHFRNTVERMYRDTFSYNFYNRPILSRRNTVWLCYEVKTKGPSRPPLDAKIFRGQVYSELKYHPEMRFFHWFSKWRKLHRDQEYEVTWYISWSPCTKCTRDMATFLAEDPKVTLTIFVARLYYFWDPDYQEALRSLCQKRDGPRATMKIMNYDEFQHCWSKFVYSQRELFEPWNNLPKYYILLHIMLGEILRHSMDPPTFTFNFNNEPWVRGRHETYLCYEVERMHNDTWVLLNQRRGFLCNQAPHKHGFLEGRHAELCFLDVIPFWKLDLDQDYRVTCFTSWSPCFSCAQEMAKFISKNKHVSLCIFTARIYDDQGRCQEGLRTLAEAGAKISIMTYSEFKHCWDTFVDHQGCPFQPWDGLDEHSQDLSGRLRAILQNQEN
#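 HeLa cells stably expressing Vif and C-terminally eYFP-tagged A3G, seeded overnight at 37 deg C, then exposed to compound by pintool overnight at 37 deg C. Rise in yellow fluorescence (Ex 488/Em 500-530, Acumen) marks blocked Vif-driven A3G degradation.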
# D1 PAM: human D1 dopamine receptor positive modulation. HEK293 TREx D1 cells, calcium flux, dopamine EC20 potentiation. potentiation, % at 10 µM. actives 0.036% (n = 360,000). AID 504651; in the data active = potentiation above about 30%; note: 0% is about no effect
# * = called active by the depositor; ? = inconclusive; / = not tested or not shown; & = joins results of further samples. Unless noted, calls come from the whole dose curve; as a rule, active = well fitted curve in the direction sought with a large enough effect; inconclusive = small, poorly fitted or top-dose-only effect, or another doubt; inactive = no such curve, though single readings can be large; an effect the other way counts as inactive or inconclusive. These rows are one share of the data; rates above refer to the full screens.
# The first four entries, to show the layout:
SMILES,LDHA inh,D1 agonist,Vif-A3F inh,GRP78 ERSR act,D1 antagonist,RXFP1 agonist,D2 potentiator,Vif-A3G inh,D1 PAM
O=C(CSc1n[nH]c(-c2ccncc2)n1)Nc1ccc(Cl)cc1,1,2,?,-3%,-2,2.1%,6,-11%,9
Cc1c(C(=O)N2CCCC2)oc2c1-c1nn(CC(=O)NCc3cccc(Br)c3)cc1CC2,32,0,?,-2%,-12,1.1%,3,4%,0
NNC(=O)Cn1c(COc2ccc(Cl)cc2)nc2ccccc21,-1,3,2%,-2%,-11,-1.3%,6,0%,-4
O=C(NCc1ccco1)c1cccc(F)c1,2,1,2%,-1%,-15,1.4%,-14,-1%,9

# All compounds of this part, from the first entry:
SMILES,LDHA inh,D1 agonist,Vif-A3F inh,GRP78 ERSR act,D1 antagonist,RXFP1 agonist,D2 potentiator,Vif-A3G inh,D1 PAM
O=C(CSc1n[nH]c(-c2ccncc2)n1)Nc1ccc(Cl)cc1,1,2,?,-3%,-2,2.1%,6,-11%,9
Cc1c(C(=O)N2CCCC2)oc2c1-c1nn(CC(=O)NCc3cccc(Br)c3)cc1CC2,32,0,?,-2%,-12,1.1%,3,4%,0
NNC(=O)Cn1c(COc2ccc(Cl)cc2)nc2ccccc21,-1,3,2%,-2%,-11,-1.3%,6,0%,-4
O=C(NCc1ccco1)c1cccc(F)c1,2,1,2%,-1%,-15,1.4%,-14,-1%,9
CCOC(=O)c1c(N)n(-c2ccc(CC)cc2)c2nc3ccccc3nc12,5,-1,-5%,-4%,-8,11%,1,-6%,-1
Cc1cccn2c(=O)c(/C=C(\C#N)S(=O)(=O)c3ccccc3)c(N3CCN(c4ccccc4)CC3)nc12,0,0,4%,-3%,1,2.8%,-26,5%,1
CCC(C)[C@H](N)c1nnc(SCc2cccc(F)c2)o1 (stereo not given in full),2,5,-8%,1%,2,0.4%,7,0%,-9
COc1cc(/C=N/Nc2nc(Nc3ccccc3)nc(N3CCOCC3)n2)ccc1OC(=O)c1ccco1,-2,1,2%,2%,-5,-0.6%,8,3%,-10
Cc1cccc(N(C(=O)Nc2ccc(Cl)cc2)C2=NCC(C)S2)n1 (stereo not given),-5,5,-2%,2%,-11,2.2%,/,-1%,0
CNc1ccc(Oc2nc([N+](=O)[O-])nn2C)cc1,11,1,1%,-1%,4,-0.8%,-1,2%,-2
CCN=c1scc(-c2cccs2)n1/N=C/c1cc(OC)ccc1O,3,1,-1%,-2%,-3,0.3%,-5,-5%,0
COc1cc(NC(=S)NCCC(c2ccccc2)c2ccccc2)c(OC)cc1Cl,-6,3,-8%,-4%,0,0.2%,-22,0%,4
COc1cc(-c2noc(C)c2/C=C/c2cccc([N+](=O)[O-])c2)cc(OC)c1OC,-7,8,2%,-7%&-4%,1,-2.8%,-1,?,-7
Cc1ccc(C(=O)N/N=C\c2ccc(-c3ccc(Cl)cc3)o2)cn1,-3,0,4%,-3%,1,-3.3%,30*,?,2
CCOC(=O)c1cccc(NC(=O)CCc2nnc3ccc(N4CCCCC4)nn23)c1,-3,3,-10%,-3%,11,8.6%,-5,0%,-1
Cc1csc(NC(=O)CSc2nnc(Cc3cccn3C)n2CCc2ccccc2)n1,2,2,3%,0%,4,-0.3%,-2,-13%,3
COc1cc2c(NCCCCCO)ncnc2c(OC)c1OC,0,/,1%,-6%,/,/,/,0%,/
CCOC(=O)NC(=O)CSc1ccccn1,-6,-1,2%,-3%,-4,1.2%,2,-3%,-2
O=C(COC(=O)C1C2CC3OC(=O)C1C3C2)Nc1cccc(Cl)c1 (stereo not given),-4,0,-7%,-3%,5,-1.8%,1,-7%,-5
CCOC(=O)C1CCCN(CCC(=O)Nc2cc(C)ccc2C)C1 (stereo not given),-2,1,6%,-2%,4,2.6%,-9,-4%,-7
Cc1cccn2c(=O)c3cc(C(=O)NCc4ccco4)c(=N)n(C4CCCCC4)c3nc12,-8,1,-19%,-4%,-8,12%,-6,3%,-5
CCN(C(=O)Cn1c(=O)n(CC2CCC(C(=O)NC)CC2)c(=O)c2sccc21)c1ccccc1 (stereo not given),-3,0,3%,1%,-4,-0.4%,7,2%,-5
O=C(NCCCN1CCCC1=O)C1CCCO1 (stereo not given),-1,1,-10%,-2%,-6,1.5%,/,5%,3
CC(NC(=O)c1cc2c(s1)CS(=O)(=O)C2)c1ccccc1 (stereo not given),1,3,-3%,-4%,3,1.5%,6,0%,5
O=C1NC(Cc2c[nH]c3ccccc23)C(=O)N1Cc1ccc(CN2C(=O)NC(Cc3c[nH]c4ccccc34)C2=O)cc1 (stereo not given),-9,1,-14%,-2%,-8,2.3%,1,-24%,4

# Looked up above.
# Under D1 antagonist, CCOC(=O)c1c(N)n(-c2ccc(CC)cc2)c2nc3ccccc3nc12 is listed with -8
# Under RXFP1 agonist, Cc1cccn2c(=O)c3cc(C(=O)NCc4ccco4)c(=N)n(C4CCCCC4)c3nc12 is listed with 12%

# 3 of the entries above in order of their number in D1 agonist, low to high.
Structure	LDHA inh	D1 agonist	D1 antagonist	RXFP1 agonist	D2 potentiator	D1 PAM
CCN=c1scc(-c2cccs2)n1/N=C/c1cc(OC)ccc1O	3	1	-3	0.3%	-5	0
Cc1csc(NC(=O)CSc2nnc(Cc3cccn3C)n2CCc2ccccc2)n1	2	2	4	-0.3%	-2	3
CCOC(=O)c1cccc(NC(=O)CCc2nnc3ccc(N4CCCCC4)nn23)c1	-3	3	11	8.6%	-5	-1

# Next part:
SMILES,LDHA inh,D1 agonist,Vif-A3F inh,GRP78 ERSR act,D1 antagonist,RXFP1 agonist,D2 potentiator,Vif-A3G inh,D1 PAM
O=C(COc1ccc(F)cc1Cl)NC1CCCCCC1,-7,0,1%,2%,1,-1.5%,12,-3%,-2
Fc1ccc(-n2c(-c3cccs3)nc3nc4ccccc4nc32)cc1,-3,1,3%,-5%,12,?,6,0%,-4
CCC(C)[C@H](NC(=O)NCc1ccco1)C(=O)O (stereo not given in full),-2,1,-3%,-1%,2,0.0%,-6,0%,-4
Cc1ccc(S(=O)(=O)NC2c3cccc4cccc(c34)C2Sc2nncn2C)cc1 (stereo not given),-4,2,5%,-5%,3,0.9%,-3,-2%,-5
CC1Cc2ccccc2N1C(=O)Cn1cc([N+](=O)[O-])cn1 (stereo not given),-3,3,-3%,-2%,-6,-2.8%,-1,-3%,-4
CC1CN(C(=O)c2ccc(NS(=O)(=O)c3ccc(F)c(F)c3)cc2)CC(C)O1 (stereo not given),-3,3,6%,-1%,8,-0.4%,-14,-5%,-1
COc1nnc(OC)c2ccccc12,-2,2,0%,-3%,-4,-1.4%,-13,3%,-3
COc1ccc2c(=O)c(C(=O)O)c(-c3ccc4c(c3)OCO4)n(C)c2c1,-2,2,1%,-3%,-18,9.8%,-2,-1%,-7
CN(C(=S)NC1CCCCC1)C1(c2ccccc2Cl)CCCCC1=O (stereo not given),-5,3,?,-5%,-5,0.3%,/,8%,-8
Cc1ccc(C(=O)N[C@H](C(=O)OCc2cc(=O)oc3cc(C)ccc23)C(C)C)cc1,-7,-1,-1%,-3%,-2,2.3%,-2,-12%,0
Cc1ccc(C(=O)CC(c2cccs2)S(=O)(=O)c2ccc(C)cc2)cc1 (stereo not given),-4,1,0%,?,3,1.1%,-3,-13%,-1
CC(C)CCNc1nc(N)c([N+](=O)[O-])c(NCCO)n1,0,0,3%,1%,31,4.6%,13,-19%,-2
Cc1noc(C)c1CN(C(=S)NC1CC1)c1ccccc1,-5,6,-2%,-3%,-12,0.0%,-6,-1%,-1
CC(C)NC(=O)C1CCN(C(=O)c2ccc(-c3ccccc3)cc2)CC1,-3,0,-2%,-2%,-5,1.4%,-18,-2%,-6
COc1cccc2cc(-c3nc(-c4ccc(Cl)cc4)cs3)c(=O)oc12,1,3,-13%,-3%,-2,?,/,-10%,-2
Cc1ccc(NC(=O)CN(C)C(=O)c2cc3c(s2)CCCCC3)cc1,0,0,-2%,2%,-21,4.0%,13,1%,-6
O=C(Nc1ccc(F)cc1)c1cccc2c1C(=O)N(Cc1ccccn1)C2,0,1,6%,2%,-12,0.7%,-1,2%,-7
COc1ccc(NC(=O)CC2C(=O)N(c3ccccc3)C(=O)N2Cc2cccnc2)cc1 (stereo not given),0,2,0%,-3%,-4,2.3%,3,-3%,-3
O=C1NNC(c2ccccc2)=N/C1=C\c1ccco1,0,1,?,-4%,0,-0.6%,1,-3%,-3
Cc1cc(S(=O)(=O)Nc2c(C(=O)O)[nH]c3ccccc23)ccc1F,-11,2,-7%,1%,12,0.6%,-3,-2%,-5
O=C(NCCc1ccccc1)C1CCC(CNS(=O)(=O)c2ccccc2)CC1 (stereo not given),-2&-3,4&2,1%&-3%,-4%&-4%,-18&19,0.0%&-0.8%,17&11,5%&2%,-1&-8
COC(=O)COc1ccc(/C=N/NC(=O)c2ccc(N(Cc3ccccc3)S(C)(=O)=O)cc2)cc1,-8,6,4%,-13%,1,1.4%,-4,0%,2
CCC(C)NC(=O)COCc1cc(-c2ccc3c(c2)OCO3)on1 (stereo not given),4&1,1,-3%,-3%,14,-1.1%,6,-2%,-7
CC1CCC2(CC1)NC(=O)N(CC(=O)Nc1ccc(C(N)=O)cc1)C2=O (stereo not given),-11,/,0%,-5%,/,/,/,-19%,/

# Three compounds already listed, sorted by SMILES length, smallest number first.
SMILES,LDHA inh,D1 agonist,Vif-A3F inh,GRP78 ERSR act,D1 antagonist,RXFP1 agonist,D2 potentiator,Vif-A3G inh,D1 PAM
Fc1ccc(-n2c(-c3cccs3)nc3nc4ccccc4nc32)cc1,-3,1,3%,-5%,12,?,6,0%,-4
COc1cccc2cc(-c3nc(-c4ccc(Cl)cc4)cs3)c(=O)oc12,1,3,-13%,-3%,-2,?,/,-10%,-2
COc1ccc2c(=O)c(C(=O)O)c(-c3ccc4c(c3)OCO4)n(C)c2c1,-2,2,1%,-3%,-18,9.8%,-2,-1%,-7
